UHRF1 MBD2 ctr: human UHRF1 methylated DNA binding inhibitors; inhibition, % at 4.4 µM; actives 0.75% (n = 370,000); UHRF1 binding to methylated oligo, TR-FRET; in the data active = inhibition above about 21%;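 also: UHRF1 SRA domain binding a hemimethylated CpG hairpin DNA probe; 0% = median of test compound wells and 100% = reference inhibitor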
NPR1 activator: GC-A (human) enzyme activation. HEK293 GC-A cells, cGMP TR-FRET, EC30 ANP; 0% at EC30 ANP, 100% saturating ANP. activation, % at 10 µM. actives 0.14% (n = 370,000). AID 1671463; in the data active = activation above about 40%
MBD2 DNA inh: inhibitors of human MBD2 binding to methylated oligonucleotide; inhibition, % at 4.4 µM; Q9UBB5; TR-FRET; actives 0.31% (n = 370,000); in the data active = inhibition above about 13%
NPR2 activator: GC-B (human) receptor activation | P20594 | HEK293-GC-B cells, CNP EC30, cGMP TR-FRET; 0% at EC30 CNP, 100% saturating CNP | activation, % at 10 µM | actives 0.11% (n = 370,000);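 active = activation at 10 µM reaching about 35% in either raw or pattern-adjusted values, limit read from the data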
ABHD4 inh: inhibits mouse alpha/beta hydrolase domain 4 | actives 0.54% (n = 370,000) | inhibition, % at 8.92 µM | purified mABHD4, FP-Rh probe fluorescence polarization;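 active = inhibition exceeding the mean over every tested compound plus 3 SD, cut at about 30% in these data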;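 also: 0% = plate median of compound wells and 100% = S159A mutant with DMSO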
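Assay system: wild-type mouse ABHD4 protein; compound: single nominal dose of 8.92 µM, 0.89% DMSO final; schedule: 45 min + 60 min at 25 °C; measured by: FP readout, ex 525 nm / em 598 nm; evaluation: % inhibition of FP-Rh probe binding versus controls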
SIAE primary: blocks human sialic acid acetylesterase. SIAE FP-Rh probe binding, fluorescence polarization. inhibition, % at 9.66 µM. Q9HAT2. AID 1053197. actives 0.69% (n = 370,000);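 active = inhibition above a cutoff: mean of compounds within the control limits plus 3 SD of those, cut at about 17% in these data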;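 also: 0% = plate median of compound wells and 100% = probe without SIAE protein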
Target sequence (Q9HAT2 whole entry, looked up): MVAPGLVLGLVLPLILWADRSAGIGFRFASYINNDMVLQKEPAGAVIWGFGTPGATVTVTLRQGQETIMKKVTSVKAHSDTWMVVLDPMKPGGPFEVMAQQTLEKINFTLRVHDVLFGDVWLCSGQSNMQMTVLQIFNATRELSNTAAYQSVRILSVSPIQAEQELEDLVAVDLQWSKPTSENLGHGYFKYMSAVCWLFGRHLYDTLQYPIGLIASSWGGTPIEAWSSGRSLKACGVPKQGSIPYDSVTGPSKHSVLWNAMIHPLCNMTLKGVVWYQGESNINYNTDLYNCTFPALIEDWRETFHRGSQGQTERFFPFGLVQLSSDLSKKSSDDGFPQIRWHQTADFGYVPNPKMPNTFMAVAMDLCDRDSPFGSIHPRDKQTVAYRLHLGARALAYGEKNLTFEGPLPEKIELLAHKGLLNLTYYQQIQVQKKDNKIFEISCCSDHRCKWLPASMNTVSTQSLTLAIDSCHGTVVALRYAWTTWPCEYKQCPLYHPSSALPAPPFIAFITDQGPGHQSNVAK
HTRA1 inh: HTRA1 (human) protease inhibition | Q92743 | recombinant HTRA1, FP-rhodamine activity-based probe, fluorescence polarization | actives 0.5% (n = 340,000) | inhibition, % at 5.96 µM; in the data active = inhibition above about 36%;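 also: 0% = enzyme with DMSO and 100% = wells lacking enzyme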
Target sequence (Q92743 whole entry, looked up): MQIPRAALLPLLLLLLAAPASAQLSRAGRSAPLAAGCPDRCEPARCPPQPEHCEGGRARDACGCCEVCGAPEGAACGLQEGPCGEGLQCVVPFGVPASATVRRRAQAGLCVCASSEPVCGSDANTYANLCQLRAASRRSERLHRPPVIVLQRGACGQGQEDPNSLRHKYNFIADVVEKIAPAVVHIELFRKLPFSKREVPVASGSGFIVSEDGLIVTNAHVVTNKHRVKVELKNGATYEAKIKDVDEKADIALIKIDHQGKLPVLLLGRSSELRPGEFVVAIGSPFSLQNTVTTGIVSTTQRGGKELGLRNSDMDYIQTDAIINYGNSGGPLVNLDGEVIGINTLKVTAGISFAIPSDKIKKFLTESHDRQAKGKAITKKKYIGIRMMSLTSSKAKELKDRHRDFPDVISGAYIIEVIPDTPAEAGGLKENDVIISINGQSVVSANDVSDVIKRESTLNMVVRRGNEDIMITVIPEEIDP
PRMT1 inh: PRMT1 (human) inhibition, primary screen | inhibition, % at 2.79 µM | actives 1.3% (n = 370,000) | recombinant PRMT1, activity-based probe fluorescence polarization | Q99873;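 active = inhibition above about 21% made by adding two undisclosed values, limit read from the data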
TCR CD3 inh: blocks the human TCR-CD3 interaction. TAMRA-labeled TCR probe fluorescence, biochemical. inhibition, % at 9.4 µM. actives 0.37% (n = 360,000); in the data active = inhibition above about 19%;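 also: recombinant mutant TCR 2C K166C tagged with TAMRA read by polarization; 0% = receptor in buffer alone and 100% = receptor with positive control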
rCAG RNA binder: r(CAG) repeat RNA binding; TO-PRO-1 dye displacement fluorescence; inhibition, % at 3 µM; actives 1.3% (n = 370,000);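 active = inhibition above the plate cutoff, the mean of all test compounds on that plate plus 3 SD, cut at about 35% in these data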;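 also: 0% = DMSO alone and 100% = 100 µM mitoxantrone as full dye displacement; higher means more dye released from RNA so lower well fluorescence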
* hit, by the source's call; · = not tested or not shown.

SMILES	UHRF1 MBD2 ctr	NPR1 activator	MBD2 DNA inh	NPR2 activator	ABHD4 inh	SIAE primary	HTRA1 inh	PRMT1 inh	TCR CD3 inh	rCAG RNA binder
COc1ccc(C(=O)Nc2ccc(C(=O)N3CCC(C)CC3)cc2)cc1OC	1.7	-7.3	-1.7	-2.5	4.0	-0.7	-4.9	-0.9	4.8	-5.2
COC(=O)c1ccc(-c2nc(-c3cccs3)no2)cc1	1.2	5.4	-0.7	-3.9	-0.8	-11.8	-0.7	-2.0	-3.1	2.5
Cc1cc(C(=O)O[C@H]2[C@H](C)NS(=O)(=O)[C@H]3C[C@@H]4C=C[C@]23O4)cc([N+](=O)[O-])c1	0.3	-1.4	-3.9	2.2	-5.6	-2.8	5.3	3.0	-2.7	4.7
COCCCNC(=O)c1cc(Sc2ccc(F)cc2)nc2ccccc12	-2.5	5.7	-1.6	2.0	-6.0	17.5*	4.7	-1.5	-3.0	-4.0
COc1cccc(-c2nnc3sc(-c4cccs4)nn23)c1	-1.9	9.9	1.2	-1.3	-7.7	4.1	-1.5	-3.0	-1.9	3.6
CCN(c1ccccc1)S(=O)(=O)c1ccc(Cl)c(NC(=O)CN2CCN(C)CC2)c1	-1.6	1.0	3.2	0.4	8.3	-5.8	3.8	2.6	-8.8	-3.0
COc1ccc(C2OC(=O)CC2C(=O)NCc2ccc(C)cc2)cc1OC (stereo unspecified)	1.7	-3.1	2.0	11.9	2.6	-0.7	-5.5	-2.6	-3.9	2.5
Cc1nn(Cc2cccc(F)c2)c(C)c1NC(=O)c1c([N+](=O)[O-])c(C)nn1C	-1.5	-1.2	0.4	-1.0	-1.5	-4.3	-1.5	-5.0	2.3	-3.9
CCCCCCNS(=O)(=O)c1ccc(OC)c(OC)c1	-1.4	-2.1	-3.2	-2.8	7.5	-4.2	1.3	-0.1	8.6	-5.6
Cc1ccc(C)c(NC(=O)Cn2ccn(-c3ccc4c(c3)OCO4)c(=O)c2=O)c1	-2.8	2.2	-8.2	-0.4	4.7	3.6	-0.1	-2.1	1.2	0.5
CC(NC(=O)NC(=O)c1ccc(Cl)cc1Cl)C1CC1 (stereo unspecified)	4.0	-0.2	3.9	3.4	-6.4	-1.6	-0.8	-0.6	-0.2	-3.9
Cc1cc(C(=O)N/N=C/c2ccc(O)c([N+](=O)[O-])c2)n[nH]1	-4.3	-4.0	-6.8	-2.2	5.6	2.3	-3.7	0.2	2.0	0.8
C/C(=N\NC(=O)c1cccc2ccccc12)c1cccs1	-0.1	-0.3	4.5	1.3	4.8	-4.5	-7.2	6.7	-1.1	-2.7
O=C(NCCN1CCN(c2ccccc2F)CC1)c1ccc2nc3ccccc3c(=O)n2c1	-3.0	9.6	-3.4	-1.1	0.1	-0.3	6.3	1.1	-2.0	10.5
CN(C(=O)c1cccc(NC(=O)Cc2ccc(NC(=O)C3CCN(C(=O)C4CC4)CC3)cc2)c1)C1CCC1	13.3	-0.5	4.2	-3.2	0.0	-0.8	-1.5	4.8	-5.9	2.9
C/C(=N\NC(N)=O)C1(C)CCCCC1	-1.6	1.4	-1.2	1.2	-4.4	5.4	5.5	-2.1	4.0	-0.1
CCc1ccc(OCC(=O)NNC(=S)NC(=O)C2CCCCC2)c(Br)c1	0.5	2.7	0.1	3.7	-6.4	7.2	0.8	-3.0	-1.1	0.9
COc1ccc(-n2cc(-c3ccccc3)[n+]3c2CCCCC3)cc1	0.3	-1.0	0.8	6.6	0.7	7.5	-4.5	0.9	6.5	-1.0
O=C(Cc1c(F)cccc1Cl)NNC(=O)Nc1ccc2c(c1)OCO2	1.8	2.9	4.0	2.9	10.1	-6.4	1.5	-1.5	-11.3	-6.1
O=C(Nc1nnc(C2CC2)s1)c1cc([N+](=O)[O-])ccc1N1CCCCC1	6.9	-2.9	1.9	-7.3	-1.5	3.4	-2.0	-4.2	-1.8	3.9
CCCCCCCCN1CCS(=O)(=O)N(Cc2ccc(Cl)cc2)C(C(=O)OC)C1 (stereo unspecified)	-1.6	-2.8	3.0	-5.6	-5.0	-1.7	·	-0.6	·	0.6
NC(=O)CSc1nc2cccnc2n1-c1ccc(F)cc1	-1.7	2.2	1.7	0.2	1.1	-0.9	-5.3	-1.2	0.2	0.2
Cc1ccsc1/C=C1\SC(N)=NC1=O	-13.0	10.4	-14.6	-7.3	-18.8	-7.5	7.0	-2.0	2.8	3.9
COC(=O)[C@@]1(Cc2ccccc2)[C@H]2C(=O)N(Cc3ccccc3)C(=O)[C@H]2[C@H]2CN=C(SCC(=O)c3ccccc3)N21	-5.0	-2.2	-4.9	1.3	-0.5	3.0	-15.5	17.9	3.9	6.0
COc1ccc(C(=O)NC2CC2)cc1OC1CCN(Cc2cc(C)cc(C)c2)CC1	-0.9	-3.3	1.2	3.6	-2.8	6.2	-7.9	0.0	1.5	-9.5

Ordered by formula weight (high to low): part of the list above
SMILES	UHRF1 MBD2 ctr	NPR1 activator	MBD2 DNA inh	NPR2 activator	ABHD4 inh	SIAE primary	HTRA1 inh	PRMT1 inh	TCR CD3 inh	rCAG RNA binder
Cc1ccc(C)c(NC(=O)Cn2ccn(-c3ccc4c(c3)OCO4)c(=O)c2=O)c1	-2.8	2.2	-8.2	-0.4	4.7	3.6	-0.1	-2.1	1.2	0.5
Cc1nn(Cc2cccc(F)c2)c(C)c1NC(=O)c1c([N+](=O)[O-])c(C)nn1C	-1.5	-1.2	0.4	-1.0	-1.5	-4.3	-1.5	-5.0	2.3	-3.9
COc1ccc(C2OC(=O)CC2C(=O)NCc2ccc(C)cc2)cc1OC (stereo unspecified)	1.7	-3.1	2.0	11.9	2.6	-0.7	-5.5	-2.6	-3.9	2.5
COC(=O)c1ccc(-c2nc(-c3cccs3)no2)cc1	1.2	5.4	-0.7	-3.9	-0.8	-11.8	-0.7	-2.0	-3.1	2.5

Other structures:
SMILES	UHRF1 MBD2 ctr	NPR1 activator	MBD2 DNA inh	NPR2 activator	ABHD4 inh	SIAE primary	HTRA1 inh	PRMT1 inh	TCR CD3 inh	rCAG RNA binder
Cc1ccc(S(=O)(=O)NC(=O)C2(C)CCN2C(=O)C2CCCCC2)cc1 (stereo unspecified)	-2.4	0.6	2.9	-3.2	-0.3	5.8	·	-2.6	5.8	5.2
CCOc1ccccc1CN1CCNC(=O)C1CC(=O)N(C)C1CCOCC1 (stereo unspecified)	0.3	0.6	2.9	-1.4	-5.9	5.4	3.3	1.3	-2.7	-4.4
N#CC1=C(N)Oc2cc(Nc3ccccc3)ccc2C1c1ccncc1 (stereo unspecified)	-3.1	11.5	-3.3	6.3	0.3	3.1	8.1	-1.0	1.8	5.8
COCCN(C(=O)COC(=O)C1CC1)c1c(N)n(Cc2ccccc2)c(=O)[nH]c1=O	-1.8	2.0	1.8	-3.6	-3.2	-6.6	2.5	-4.4	2.5	1.7
COc1ccc(-n2c(Cc3cccn3C)nnc2SCC(=O)Nc2cccc(C)c2C)cc1	-0.6	-4.4	-1.0	2.9	2.5	13.0	-0.6	5.7	-0.5	4.7
CCCCNC(=O)C1(C)CCN1C(=O)c1ccc(F)c(C)c1 (stereo unspecified)	4.8	1.7	1.4	2.7	-8.5	-0.8	·	4.9	-4.8	-1.7
Cc1cccc(N2CCN(C(=O)CN(C)S(=O)(=O)c3ccc4c(c3)CCC(=O)N4)CC2)c1C	-3.6	-6.5	2.0	0.9	-6.2	-9.7	0.0	1.1	2.3	2.5
Cc1nn(-c2ccccc2)c2nc(N)c(C#N)c(-c3ccc(O)c(O)c3)c12	1.0	4.7	-1.2	1.7	1.1	-10.7	74.0*	3.5	8.2	21.8
N#CCc1c(C#N)c(N)nc(N2CCN(S(=O)(=O)c3ccccc3F)CC2)c1C#N	-0.2	5.8	-2.1	-0.2	-16.2	-20.9	-10.7	5.1	-0.5	14.5
Cc1[nH]c2ccccc2c1C(=O)NS(=O)(=O)Nc1ccccc1	2.7	-2.8	-2.5	-2.8	-1.9	-5.6	4.6	-1.1	-11.7	4.3
CCNc1nc(NC(C)C)nc(NS(=O)(=O)c2ccc(Cl)cc2)n1	-0.8	2.0	5.0	1.9	3.1	3.3	7.6	-2.2	2.8	17.8
COC(=O)c1cccc(C23CC4(C2)[C@H](CN(Cc2cccnc2)[C@@H]4c2ccccc2)C3c2ccc(Cl)nc2)c1 (stereo partly specified)	2.9	-9.3	6.9	-9.1	-1.9	-1.4	-25.9	0.1	-0.2	9.1
O=S(=O)(CS(=O)(=O)c1ccccc1)c1ccccc1	2.2	-1.1	-0.2	-3.9	-3.3	-4.8	0.6	-2.5	-5.0	2.5
COC(=O)c1sccc1NC(=O)c1sccc1C	-1.0	5.2	-0.2	1.8	-7.6	-2.5	-1.4	1.9	5.7	-2.8
O=C(CNC(=O)c1ccco1)NCC(=O)OCc1ccc(C(=O)Oc2ccc(Cl)cc2)cc1	2.0	30.9	0.2	-2.9	-19.2	-5.7	0.8	-0.2	-0.4	-1.2
Cc1cc(NC(=O)CCCN2C(=O)/C(=C\c3cccs3)SC2=S)no1	1.3	-11.2	2.2	-8.7	8.8	-3.2	-0.4	5.4	4.1	1.8
O=C(CSc1nc2nn(-c3ccccc3)c(=O)c-2c2n1CCCCC2)c1ccc(OC(F)F)cc1	0.5	-3.7	-1.1	-3.1	-1.9	-0.7	7.9	-0.8	-1.3	3.8
COC(=O)[C@]12C[C@H](CC(=O)N3CCN(C(=O)C4CC4)CC3)C(=O)N(CCC3=CCCCC3)C1=C[C@H](C(C)C)O[C@@H]2C1CC1	0.0	2.2	4.4	6.3	-2.1	0.9	·	1.6	·	3.9
CCOC(=O)c1ccc(Nc2c(CC)c(C)nc3ncnn23)cc1	-1.2	3.5	-0.9	3.2	-1.9	-6.7	6.0	-1.9	2.8	-5.4
COc1ccc(N2CCN(CCCNC(=O)C(=O)c3c(C)[nH]c4ccccc34)CC2)cc1	-0.3	2.1	1.5	-1.4	4.4	-2.1	2.6	-9.7	1.2	-1.7
Nc1ccc(S(=O)(=O)NC2(C(F)(F)F)NC(=O)N(c3ccccc3Cl)C2=O)cc1 (stereo unspecified)	-0.7	0.8	-3.5	2.2	-0.9	-4.9	-0.4	-1.5	5.0	3.7
COC(=O)Cn1nc(-c2ccccc2)c2cc(Cl)ccc21	-2.0	-1.9	0.9	-1.5	-8.4	-6.8	-12.5	-3.2	-0.3	-0.4
CN(C)S(=O)(=O)c1cccc(C(=O)N2CCN(Cc3ccccc3)CC2)c1	-2.2	·	-3.1	·	-1.6	2.4	-2.5	-1.0	5.8	-3.6
CC(=O)Nc1ccc(S(=O)(=O)Nc2nc3ccccc3nc2-n2ccc(=NC(=O)c3ccccc3)cc2)cc1	-1.8	5.0	0.8	0.8	-7.2	-11.3	·	2.7	-3.9	3.1
O=C1CSC(c2cccc([N+](=O)[O-])c2)N1C1CC2CCC1C2 (stereo unspecified)	2.4	-2.2	0.2	0.5	4.0	-1.4	-5.1	-4.8	-0.4	-1.9
Nc1ncnc2c1ncn2[C@@H]1O[C@H](CNCc2ccccc2OC2OC(CO)C(O)C(O)C2O)[C@@H](O)[C@H]1O (stereo partly specified)	-1.0	1.3	2.2	-3.3	2.7	4.4	4.5	4.1	-4.5	-1.0
Cc1cc(C)c2c(N)c(C(=O)N/N=C/c3cccs3)sc2n1	5.7	-2.1	-1.9	-7.6	2.9	0.1	·	-2.5	-5.2	18.5
O=C(Nc1ccnc(-c2ccncc2)n1)C1CC1	0.1	2.7	-1.2	-1.4	1.5	-1.9	-1.9	-4.1	-0.8	-0.3
CCC(C(=O)NCCN1CCN(C)CC1)n1c(C)c2cnn(-c3ccccc3)c(=O)c2c1C (stereo unspecified)	-0.1	7.2	-4.3	-5.9	0.9	12.9	-3.5	-0.3	1.4	8.3
COc1ccc([C@@H]2[C@H]3CN(C(C)=O)CC=C3C(C#N)=C(N)C2(C#N)C#N)c2ccccc12	-3.1	-9.2	-3.6	-2.9	6.0	4.0	-2.8	5.2	0.3	4.6

An excerpt. The share of hits here may be higher or lower than overall.
